# Screening data: PubChem, National Center for Advancing Translational Sciences (NCATS)
# Mm-Cpn inhibitor: M. maripaludis TRiC chaperonin inhibition; purified Mm-Cpn ATPase, ADP Transcreener TR-FRET; Potency, µM (series often up to 76.9 µM), without a hit: at the top dose activity, negative = inhibition, actives largely listed as inhibitors; 330,000 tested, 0.031% active; further: potency means the concentration at half of the fitted maximal effect; on the % scale 0 is the no-effect control and ±100 the full control effect; nearly all actives have a fitted effect of over 80% in size
#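 Measured: ADP formation by purified Mm-CPN. Conditions: 25 nM protein, 10 uM ATP, Tris pH 7.4 with Mg2+, K+ and DTT, 37°C for 30 min. Detection: Transcreener HTRF after 30 min at room temperature.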
# DRD3 antagonist: D3 dopamine receptor (human) antagonism; D3R cells, DiscoveRx beta-arrestin luminescence, antagonist mode; stronger effect = lower value; 360,000 tested, 2.5% active; AID 652054; max response, negative = inhibition, %; in the data active means max response below about -50%; inconclusive means no clear call, values can overlap the other calls; further: on the % scale 0 is the no-effect control and ±100 the full control effect; mostly tested at two doses, the higher about 12 µM
#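 Cells plated overnight at 1500 cells/well, then exposed to library compounds with dopamine controls for 90 minutes at 37 degrees C. DiscoveRx reagent added for 30–60 minutes at room temperature; luminescence read, quantitative HTS format.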
# pAkt inh: inhibitors of Akt phosphorylation | Neuro2A IGF-stimulated pAkt S473 HTRF, 20 min; stronger effect = lower value | activity change, % for hits at 50 µM | 360,000 tested, 0.32% active | AID 651550; in the data active means activity change below about -80%; inconclusive means mostly about -51% to -80%; further: on the % scale 0 is the no-effect control and ±100 the full control effect
#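 Single-point screen (50 µM final compound) in Neuro2A cells stimulated 20 min with 6 nM IGF at 37 deg C. After lysis, Ser473-phosphorylated Akt read by HTRF (ex 330 nm, em 615/665 nm) as the 665/615 ratio.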
# CCT modulator: modulators of cytosolic chaperonin (CCT/TRiC) activity; purified chaperonin ATPase assay, HTRF ADP detection, 30 min; activity change, % (test concentration not listed), hits read low; 360,000 tested, 0.3% active; AID 651819; in the data active means activity change below about -30%; further: on the % scale 0 is the no-effect control and ±100 the full control effect
#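 Enzyme 40 or 20 nM (batch-dependent) in Tris pH 7.4/KCl/MgCl2/DTT; cpd 76 uM single point; ATP 10 uM; 30 min 37 °C; Transcreener ADP HTRF detection, 30 min RT; ratio 665/615.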
# EPAC2 antagonist: blocks human EPAC2 exchange factor; EPAC2 GEF exchange of Rap1B-BODIPY-GDP, fluorescence; AID 720708; Potency, µM (series often up to 114 µM), for the others: at the highest dose activity, negative = inhibition, usual class: inhibitors; 360,000 tested, 0.18% active; further: potency means the concentration at half of the fitted maximal effect; on the % scale 0 is the no-effect control and ±100 the full control effect; nearly all actives have a fitted effect of over 45% in size; many of its hits are not listed in these tables
# Target sequence (Q8WZA2 whole entry, looked up): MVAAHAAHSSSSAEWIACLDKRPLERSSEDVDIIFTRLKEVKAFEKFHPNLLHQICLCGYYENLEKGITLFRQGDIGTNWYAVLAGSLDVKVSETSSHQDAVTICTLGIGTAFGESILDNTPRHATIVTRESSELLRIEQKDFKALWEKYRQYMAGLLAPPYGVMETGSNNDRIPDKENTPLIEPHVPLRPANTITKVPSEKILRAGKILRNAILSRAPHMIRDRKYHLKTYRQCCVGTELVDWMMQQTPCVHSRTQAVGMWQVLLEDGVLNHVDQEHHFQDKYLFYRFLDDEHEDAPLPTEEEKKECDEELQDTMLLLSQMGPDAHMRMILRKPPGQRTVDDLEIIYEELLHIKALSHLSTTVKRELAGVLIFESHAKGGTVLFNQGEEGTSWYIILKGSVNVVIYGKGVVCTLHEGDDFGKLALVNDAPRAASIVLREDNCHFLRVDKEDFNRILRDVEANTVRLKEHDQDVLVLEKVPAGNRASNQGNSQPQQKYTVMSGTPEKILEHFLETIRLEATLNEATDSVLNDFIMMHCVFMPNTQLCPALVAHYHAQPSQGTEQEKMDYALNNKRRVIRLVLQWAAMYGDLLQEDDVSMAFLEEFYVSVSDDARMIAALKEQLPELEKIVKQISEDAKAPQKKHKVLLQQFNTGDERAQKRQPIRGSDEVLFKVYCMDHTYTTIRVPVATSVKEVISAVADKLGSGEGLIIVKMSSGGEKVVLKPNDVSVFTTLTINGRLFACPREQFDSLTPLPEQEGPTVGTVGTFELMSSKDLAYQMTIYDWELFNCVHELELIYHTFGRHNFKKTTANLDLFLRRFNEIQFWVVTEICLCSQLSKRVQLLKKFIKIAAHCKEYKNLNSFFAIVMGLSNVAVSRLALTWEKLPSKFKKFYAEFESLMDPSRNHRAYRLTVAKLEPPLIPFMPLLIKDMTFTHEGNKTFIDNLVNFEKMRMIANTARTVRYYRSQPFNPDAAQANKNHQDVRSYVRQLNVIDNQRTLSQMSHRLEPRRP
# PTHR1 ag: agonists of human PTHR1 parathyroid hormone receptor | Q03431 | 410,000 tested, 0.075% active | HEK293 GP2 PTHR1 cells, GloSensor cAMP luminescence, 1 h | Potency, µM (series often up to 115 µM), without a hit: at the top dose activation, hits mostly activators; further: potency means the concentration at half of the fitted maximal effect; nearly all actives have a fitted effect of over 55% in size; some results filed as inactive show a strong effect at the top dose; inactives centre near -15; many of its hits are not listed in these tables
#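 HEK-293-derived GP2 cells expressing PTHR1 and a GloSensor cAMP reporter, 3,000/well, plated overnight, given luciferin plus IBMX (each 0.5 mM as added) for 1 h at 37 °C, then compound for 1 h at 37 °C. Luminescence was read after 15 min at room temperature.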
# D3 ag: agonists of human D3 dopamine receptor; 410,000 tested, 0.58% active; D3R DiscoveRx beta-arrestin cells, luminescence, 90 min; P35462; max activation, %; in the data active means max activation above about 30%; further: 0% is about no effect; mostly tested at two doses, the higher about 12 µM
#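 Cells at 1500/well, incubated overnight, then treated with pinned compounds (dopamine as control) for 90 min at 37 degrees C. DiscoveRx reagent added for 30 - 60 minutes at room temperature; luminescence read.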
# EPAC2 ag: agonists of human EPAC2 (RAPGEF4) | 360,000 tested, 0.079% active | Potency, µM (doses to about 154 µM), inactives show at the highest dose activation, actives largely listed as activators | EPAC2 activation, biochemical qHTS; response scale: 100% = 6.5 mM cAMP response; further: potency means the concentration at half of the fitted maximal effect; nearly all actives have a fitted effect of over 50% in size
#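 In this primary screen, activation is scored as increased exchange of BODIPY-GDP from Rap1B by 100 nM EPAC2, with 50 uM GDP as competitor. Signal is normalized to the 6.5 mM cAMP agonist control.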
# Starred values were filed as active, the others as inactive; i = inactive; ? = inconclusive; . = no result given; [ ] = remark or other dose. Unless noted, the call rests on the fitted dose curve; in most records, active means well fitted curve in the direction sought with a large enough effect; inconclusive means small, poorly fitted or top-dose-only effect, or another doubt; inactive means no such curve, though single readings can be large; an effect the other way counts as inactive or inconclusive. Only part of the results is shown, so the mix of outcomes need not match the whole.
# A first look:
SMILES,Mm-Cpn inhibitor,DRD3 antagonist,pAkt inh,CCT modulator,EPAC2 antagonist,PTHR1 ag,D3 ag,EPAC2 ag
COc1ccc2oc(C(=O)Nc3ccc(N4CCOCC4)cc3)c(C)c2c1,0%,34,i,-0.8,10%,-34%,6,-2%
CC(C)(C)OC(=O)N[C@@H](Cc1ccccc1)C(=O)NCC1CCC(C(=O)N[C@@H](CC(=O)O)C(=O)O)CC1 (stereo not given in full),0%,-12,i,-3.8,1%,-16%,-4,10%
CC1Cc2cc(S(=O)(=O)N3CCC(C(=O)NCc4ccco4)CC3)ccc2N1C(=O)C1CCC1 (stereo not given),1%,6,i,0.2,-3%,-7%,10,-2%
O=C(NCc1ccc(Cl)c(Cl)c1)c1cccnc1,-1%,-7,i,-0.9,14%,-5%[57.5 µM],-6,7%
COc1ccc(-n2c(SCc3ccc([N+](=O)[O-])cc3)nnc2-c2ccccc2)cc1,-5%,-4,i,-0.5,2%,11%,-3,7%
Nn1c(SCc2ccccc2F)nnc1-c1cccnc1,-2%,-12,i,-1.2,0%,i,0,7%
CC(C)C(NC(=O)C1CCC(C(C)(C)C)CC1)C(=O)NCc1cccnc1 (stereo not given),0%,7,i,-2.2,-4%,-8%[57.5 µM],0,-7%
CCNC(=O)N(C)c1c(CC)nc2ccc(C(=O)N3CCN(C(C)=O)CC3)cn12,.,-15,i,-0.5,9%,i,-2,4%
O=S(=O)(Nc1nc2ccccc2s1)c1ccc(Br)s1,1%,-8,i,-8.0,3%,-36%[inhibitor],1,-4%
CCOc1ccc2[nH]c(=S)[nH]c2c1,-2%,-8,i,-0.3,11%,i,6,5%

# Results, from the first entry:
SMILES,Mm-Cpn inhibitor,DRD3 antagonist,pAkt inh,CCT modulator,EPAC2 antagonist,PTHR1 ag,D3 ag,EPAC2 ag
COc1ccc2oc(C(=O)Nc3ccc(N4CCOCC4)cc3)c(C)c2c1,0%,34,i,-0.8,10%,-34%,6,-2%
CC(C)(C)OC(=O)N[C@@H](Cc1ccccc1)C(=O)NCC1CCC(C(=O)N[C@@H](CC(=O)O)C(=O)O)CC1 (stereo not given in full),0%,-12,i,-3.8,1%,-16%,-4,10%
CC1Cc2cc(S(=O)(=O)N3CCC(C(=O)NCc4ccco4)CC3)ccc2N1C(=O)C1CCC1 (stereo not given),1%,6,i,0.2,-3%,-7%,10,-2%
O=C(NCc1ccc(Cl)c(Cl)c1)c1cccnc1,-1%,-7,i,-0.9,14%,-5%[57.5 µM],-6,7%
COc1ccc(-n2c(SCc3ccc([N+](=O)[O-])cc3)nnc2-c2ccccc2)cc1,-5%,-4,i,-0.5,2%,11%,-3,7%
Nn1c(SCc2ccccc2F)nnc1-c1cccnc1,-2%,-12,i,-1.2,0%,i,0,7%
CC(C)C(NC(=O)C1CCC(C(C)(C)C)CC1)C(=O)NCc1cccnc1 (stereo not given),0%,7,i,-2.2,-4%,-8%[57.5 µM],0,-7%
CCNC(=O)N(C)c1c(CC)nc2ccc(C(=O)N3CCN(C(C)=O)CC3)cn12,.,-15,i,-0.5,9%,i,-2,4%
O=S(=O)(Nc1nc2ccccc2s1)c1ccc(Br)s1,1%,-8,i,-8.0,3%,-36%[inhibitor],1,-4%
CCOc1ccc2[nH]c(=S)[nH]c2c1,-2%,-8,i,-0.3,11%,i,6,5%
COc1ccc(C(=O)NCC(=O)OCCOc2ccc(Cl)cc2)cc1OC,0%,5,i,-8.9,-4%,-34%[inhibitor],0,-8%
CN(C1=NS(=O)(=O)c2ccccc21)c1ccc(OC(=O)c2ccncc2)cc1,-4%,4,i,1.4,2%,-38%,5,6%
CCCCNC1CCS(=O)(=O)C1 (stereo not given),-2%,-7,i,1.2,12%,-1%[57.5 µM],-6,-4%
COc1ccc(S(=O)(=O)NNC(=O)c2cc3cc4ccccc4nc3s2)cc1,1%,?,i,-1.0,-13%,-6%[57.5 µM],-7,18%
O=C(NCc1ccc2c(c1)OCO2)C1CCN(S(=O)(=O)c2ccc(F)cc2)CC1,0%,-8,.,-0.6,10%,-2%,-6,7%
COc1ccc(F)cc1-c1cc(C(=O)Nc2ccc(C)c(NS(C)(=O)=O)c2)[nH]n1,.,-8,i,-2.3,6%,-47%[inhibitor],-18,8%
O=C(O)CCC(=O)Nc1sc2c(c1C(=O)Nc1cccc3ccccc13)CCCCC2,0%,10,i,-2.0,-16%,-8%,3,8%
CC(=O)c1cccc(OCc2cc(C(=O)N(C)Cc3cnccn3)no2)c1,4%,8,i,0.8,-4%,-8%,3,-8%
COc1cc(C(=O)N2CCN(S(=O)(=O)c3cc(C)ccc3C)CC2)ccc1OCC(=O)N1CCOCC1,.,-2,i,2.5,-14%,-16%,1,6%
CCN1CCN(CC(=O)N2CCCC(C(=O)c3ccc(Oc4ccccc4)cc3)C2)CC1 (stereo not given),0%,-26,i,0.7,-2%,-31%[inhibitor],0,3%
COc1ccc(OC)c(-c2nnc(SCC(=O)N3CCCC3)o2)c1,-5%,8,i,0.8,3%,i,7,5%
Cc1cccc(C(=O)OCC(=O)Nc2sc3c(c2C#N)CCC3)c1,-1%,2,i,-2.8,6%,i,16,-3%
Cc1c(Cl)cccc1NC(=O)[C@@H](NC(=O)c1ccccc1Cl)C(C)C,1%,0,i,-3.7,3%,i,-3,0%
C/C(CC(=O)Nc1cccc2c1CCCC2)=N\NC(=O)Cc1ccccc1,2%,-20,i,-0.2,-13%,i,-3,-4%
O=C(Nc1ccc(Oc2cccc(C(F)(F)F)c2)nc1)c1cccs1,1%,-13,i,-2.2,-23%,-34%[inhibitor],11,8%
CCO[C@@H]1OC(C(=O)Nc2ccccc2)=C[C@H](c2ccc3c(c2)OCO3)[C@H]1CCCO,.,0,i,-1.7,4%,-16%,6,4%
O=C(NCc1ccc(F)cc1)C1CCN(S(=O)(=O)c2ccc3c(c2)OCCCO3)CC1,0%,26,i,-1.8,-1%,-17%,-4,6%
CC(=O)Nc1ccccc1C(=O)N1CCc2ccccc21,0%,-7,i,-1.1,-1%,i,5,8%
CCCCCOC(=O)Cn1c(N2CCCCCC2)nc2c1c(=O)[nH]c(=O)n2C,0%,43,i,-2.1,5%[57.1 µM],-5%[57.5 µM],3,-20%
CCOc1ccc(-n2c(C)c(C(C)=O)c(C(C)=O)c2C)cc1,0%,0,i,1.3,15%,-41%[inhibitor][57.5 µM],3,-2%
O=C(NNc1cccc([N+](=O)[O-])c1)/C(=C\c1cccnc1)NC(=O)c1ccccc1,0%,?,i,1.4,7%,i,-5,3%
CC(=O)COc1ccc(-c2csnn2)cc1,-5%,-24,i,1.3,5%,-16%,-1,2%
COc1cccc(NC(=O)CN(C)CC(=O)c2c(C)[nH]c3ccccc23)c1,-1%,21,i,-0.3,-4%,-33%[inhibitor],3,19%
Cc1cc(=O)n(CCCc2ccccc2)[nH]1,-5%,-67*,i,-0.7,1%,-1%,-6,2%
CCOC(=O)c1nn(-c2ccccc2C)c2nc(Nc3ccccc3)cc(=O)n12,-1%,-12,i,-2.0,1%,-6%,4,1%
CC(C)c1nc(SCc2c(F)cccc2Cl)c2c(=O)n(C)c(=O)n(C)c2n1,0%,21,i,0.7,-16%,-21%,2,16%
Cc1ccnc(NC(=S)NC(=O)c2cccs2)c1,-3%,-13,i,-2.4,-8%,-1%,-5,14%
O=C(CCNC(=O)c1ccccc1)OCN1C(=O)c2ccccc2C1=O,3%,15,i,-3.3,6%,-2%[57.5 µM],2,-2%
COc1ccc2c(c1)C1NC(=S)NC(C)(O2)C1C(=O)Nc1ccc(Cl)cc1 (stereo not given),0%,?,i,-1.0,-3%,i,-8,10%
CC(C)c1ccc(OCC(=O)NCc2n[nH]c(=O)c3ccccc23)cc1,1%,8,i,-26,3%,-14%,0,-16%
COc1ccc(-c2ccccc2)cc1NC(=O)c1ccncc1,.,23,i,0.8,0%,-23%,-1,6%
COc1ccccc1Nc1cc(C(=O)NCc2cccnc2)c2ccccc2n1,0%,19,i,-0.7,-9%,i,4,13%
Cc1cccc(C(=O)NNC(=O)c2ccc(Cl)cc2)c1O,1%,-27,i,-1.6,2%,-13%,-1,-1%
CCOC(=O)c1c(-c2ccc(C)c(C)c2)csc1NC(=O)C1CC=CCC1C(=O)O (stereo not given),-2%,-22,i,-2.2,3%,-2%[57.5 µM],7,-1%
COc1ccc(CNC(=O)c2cccc3c2C(=O)N(Cc2cccnc2)C3)cc1,16%,28,i,-1.1,-4%,-8%[57.5 µM],9,5%
CCOC(=O)CSC1=Nc2ccccc2C2=NC(CC(=O)NCc3ccc(OC)cc3)C(=O)N12 (stereo not given),-3%,-16,i,-4.0,-2%,-22%,-1,3%
CCOc1ccc2[nH]cc(S(=O)(=O)c3ccc(F)cc3)c(=O)c2c1,-1%,-14,i,0.0,13%,-7%,1,1%
COc1ccc(CCC(=O)Nc2ccc(S(=O)(=O)NC3=NCCCCC3)cc2)cc1,.,3,i,-0.6,2%,-16%,4,-1%
COC(=O)c1ccc(C(=O)OC)c(NC(=S)N2CCN(c3ccccc3F)CC2)c1,1%,11,i,-2.5,0%,-1%,-4,5%
Cc1cc(C)nc(NC(=O)C(c2ccccc2)c2ccccc2)n1,-1%,-6,i,-0.9,7%,-8%[57.5 µM],-3,5%
c1cc2[nH]snc2c2nc(C3CC3)nc12,-10%,24,i,-1.6,3%,i,34*,-7%
COc1ccc(NS(=O)(=O)c2cc(NC(=O)c3nn(C)c(=O)c4ccccc34)ccc2OC)cc1,0%,8,i,2.4,-1%,-11%,2,4%

# A draw from above in order of number of heavy atoms, high to low:
SMILES,Mm-Cpn inhibitor,DRD3 antagonist,pAkt inh,CCT modulator,EPAC2 antagonist,PTHR1 ag,D3 ag,EPAC2 ag
COc1ccc(CNC(=O)c2cccc3c2C(=O)N(Cc2cccnc2)C3)cc1,16%,28,i,-1.1,-4%,-8%[57.5 µM],9,5%
COc1ccc(-c2ccccc2)cc1NC(=O)c1ccncc1,.,23,i,0.8,0%,-23%,-1,6%
c1cc2[nH]snc2c2nc(C3CC3)nc12,-10%,24,i,-1.6,3%,i,34*,-7%
